Assay outcomes as filed in PubChem.
NPY Y1 blocker: NPY-Y1 receptor antagonists, primary screen, cell-based. HEK293-CNG Y1 cells, membrane potential fluorescence; NPY at EC95, then isoproterenol. inhibition, % at 3.6 µM. AID 1040, 2008. actives 1% (n = 200,000);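 active means inhibition above the campaign mean inhibition of all tested compounds plus 3 SD, cut at about 20% in these data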;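 further: 0% = DMSO wells given NPY plus isoproterenol and 100% = isoproterenol alone without NPY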
Target sequence (P25929 whole entry, looked up): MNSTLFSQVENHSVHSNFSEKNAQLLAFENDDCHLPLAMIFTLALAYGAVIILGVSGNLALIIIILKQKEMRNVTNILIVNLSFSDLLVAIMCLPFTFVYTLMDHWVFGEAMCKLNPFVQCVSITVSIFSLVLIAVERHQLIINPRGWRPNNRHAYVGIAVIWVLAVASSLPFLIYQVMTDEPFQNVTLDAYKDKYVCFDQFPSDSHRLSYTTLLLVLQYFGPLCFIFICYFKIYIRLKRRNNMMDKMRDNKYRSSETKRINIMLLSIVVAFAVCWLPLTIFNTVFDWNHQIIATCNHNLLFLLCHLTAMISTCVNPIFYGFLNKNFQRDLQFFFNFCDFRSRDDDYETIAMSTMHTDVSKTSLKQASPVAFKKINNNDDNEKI
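System: HEK293 cells with Y1 receptor plus CNG channel / Probe or stimulus: NPY 25 nM then isoproterenol 1 µM plus Ro 20-1724 25 µM / Compound: one concentration, 3.6 µM, in 0.4% DMSO / Schedule: compound incubation 1 h at room temperature, readout 45 min post-stimulation / Measured by: membrane potential fluorescence / Read-out: % inhibition of NPY effect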
NPY1 pot ag: NPY-Y1 receptor potentiators or agonists, primary screen, cell-based; Neuropeptide Y receptor type 1 (Homo sapiens), P25929; NPY-Y1 expressing cells, potentiator/agonist activation; activation, % at 3.6 µM; actives 0.37% (n = 220,000); in the data active means activation above about 33%, passing the limit was not always enough;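 further: cells stimulated with NPY at EC10 then isoproterenol at EC100; 0% = low agonist plus stimulus and 100% = saturating agonist plus stimulus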
S1P4 agonist: S1P4 receptor agonists, primary screen, cell-based. activation, % at 4.98 µM. Sphingosine 1-phosphate receptor 4 (Homo sapiens), O95977. S1P4-expressing cell line, agonist reporter assay. actives 0.35% (n = 220,000); in the data active means activation above about 11%;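 further: 0% = DMSO vehicle and 100% = reference agonist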
Ba/F3 V617F tox: reduced viability of JAK2V617F-dependent Ba/F3 cells, primary screen, JAK2V617F inhibitor project, cell-based, Ba/F3 EpoR-JAK2V617F, luminescence. ATP luminescence. actives 1.1% (n = 220,000). inhibition, % at 5.6 µM;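 active means inhibition above the campaign mean plus 3 SD over all tested compounds, cut at about 24% in these data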;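 further: cytokine-independent growth of Ba/F3 cells driven by EpoR plus mutant JAK2; 0% = DMSO-treated cells and 100% = JAK inhibitor I control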
BaF3 tox: parental Ba/F3 cell viability inhibition, counter-screen for JAK2V617F inhibitor project, murine pro-B, CellTiter-Glo luminescence; CellTiter-Glo ATP luminescence; inhibition, % at 5.6 µM; actives 1.1% (n = 220,000);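 active means inhibition above a per-campaign cutoff, the mean inhibition of all tested compounds plus 3 SD, cut at about 27% in these data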;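 further: 0% = DMSO wells and 100% = JAK Inhibitor I control wells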
p47phox inh: p47phox/p22phox peptide binding inhibitors, primary screen, biochemical, uHTS, NADPH oxidase regulatory subunit | actives 0.53% (n = 220,000) | AID 1274, 2008 | inhibition, % at 24.7 µM | fluorescence polarization, 2 h;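 active means inhibition above about 30%, limit read from the data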;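 further: 0% = p47phox with labelled peptide and 100% = labelled peptide alone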
Target sequence (P14598 whole entry, looked up): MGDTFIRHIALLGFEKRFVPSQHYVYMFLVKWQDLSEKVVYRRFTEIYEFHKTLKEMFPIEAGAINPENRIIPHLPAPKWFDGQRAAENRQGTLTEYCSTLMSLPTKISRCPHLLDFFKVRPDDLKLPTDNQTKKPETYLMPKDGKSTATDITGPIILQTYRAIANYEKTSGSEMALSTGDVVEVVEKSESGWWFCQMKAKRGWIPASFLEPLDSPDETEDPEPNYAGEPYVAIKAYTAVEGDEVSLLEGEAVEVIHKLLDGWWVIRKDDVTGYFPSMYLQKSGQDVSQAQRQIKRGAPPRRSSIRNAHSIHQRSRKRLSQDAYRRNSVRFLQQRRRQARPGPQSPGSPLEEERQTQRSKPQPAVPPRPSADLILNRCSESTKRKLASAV
NPY2 pot ag: NPY-Y2 potentiators or agonists, primary screen, cell-based; Neuropeptide Y receptor type 2 (Homo sapiens), P49146; cells expressing NPY-Y2, potentiator/agonist read-out; activation, % at 3.6 µM; actives 0.45% (n = 220,000); in the data active means activation above about 27%;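 further: cells stimulated with NPY near EC25 plus isoproterenol at EC100; 0% = vehicle plus submaximal agonist and 100% = vehicle plus saturating agonist; some results beyond the cut were filed as inactive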
S1P4 antag: S1P4 receptor antagonists, primary screen, cell-based; S1P4-expressing cells, antagonist mode, reporter read-out; actives 0.26% (n = 220,000); inhibition, % at 4.98 µM; AID 1510, 2009; in the data active means inhibition above about 29%;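 further: 0% = wells stimulated with agonist and 100% = vehicle wells without agonist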
CHOP inh: inhibitors of CHOP promoter induction, primary screen, cell-based, unfolded protein response, luciferase reporter | CHO-K1 CHOP-promoter luciferase, tunicamycin-induced, 15-18 h | inhibition, % at 10 µM | actives 3.8% (n = 220,000);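 active means compounds that reduced the stress-induced luciferase reporter signal by more than about 70% of percent inhibition, limit read from the data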;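 further: 0% = tunicamycin plus vehicle and 100% = wells without tunicamycin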
The depositor's hits bear a star; / = not tested or not shown.

compound,NPY Y1 blocker,NPY1 pot ag,S1P4 agonist,Ba/F3 V617F tox,BaF3 tox,p47phox inh,NPY2 pot ag,S1P4 antag,CHOP inh
CCOC(=O)C1C(=O)C=C(c2cccc(NS(C)(=O)=O)c2)CC1c1ccco1 (centres undefined),-2,2,1.4,-3,6,22,17,-13,-6
O=C(/C=C/c1ccc(F)cc1)NC(=S)NNC(=O)c1cccnc1,-3,-20,0.3,-2,-1,-11,12,-10,44
CCOC(=O)N1CCC(NC(=O)C2CCCN(C(=O)c3cc4sccc4n3C)C2)CC1 (centres undefined),2,10,1.0,-2,2,-7,3,-16,4
COc1ccc(NC(=O)CC2C(=O)N(c3ccc(OC)cc3)C(=S)N2NC(=O)c2cccc(F)c2)cc1 (centres undefined),-5,18,-0.8,-1,4,-15,8,2,9
CCOc1cc2c(C#N)c(N3CCCCC3)nc(N)c2c(N)n1,-4,-24,-5.1,-7,1,-26,-4,-9,-52
CN(c1cccnc1)c1ncnc2[nH]ncc12,/,26,0.2,-5,-1,3,-5,8,23
CCOC(=O)c1c(C=O)c2sc(C)cc2n1C,5,-12,0.1,-3,0,-4,-14,-14,17
Cc1cc(C)cc(N=c2c([N+](=O)[O-])nn(-c3ccc4c(c3)OCCO4)n2O)c1,3,-1,1.0,1,5,-7,2,-4,41
COc1ccc(S(=O)(=O)N2CCN(c3ccc4nnc(-c5ccc(F)cc5)n4n3)CC2)cc1,6,7,1.3,-4,2,-9,9,-10,66
N=C1/C(=C\c2ccc(-c3cc(Cl)cc(Cl)c3)o2)C(=O)N=C2SC=C(c3ccccc3)N12,-7,-22,0.4,1,7,-32,-10,-1,5
COc1ccc(-n2c(C)cc(C(=O)COC(=O)Cn3cnc4ccccc43)c2C)cc1,-5,26,-0.7,1,3,-15,38*,0,41
CC(C)[C@@H]1NC(=O)c2cc([N+](=O)[O-])cc(I)c2NCCC[C@@H](C(N)=O)NC(=O)[C@H](CO)NC1=O,6,-3,-0.7,-2,1,-4,4,0,-1
COCCN(C(=O)C1CC1)c1nnc(-c2ccc(C)cc2)s1,3,22,1.1,2,4,-2,7,-14,2
CCn1c(C)nc2cc(C(=O)N/N=C/c3cccc(OC)c3O)ccc21,3,-1,-1.0,9,-2,16,5,7,46
COc1ccc(/C=C(/C#N)C(=O)Nc2ccccc2C)cc1C(=O)O,-4,-4,-0.7,0,5,-12,1,-13,-8
CCn1ncc(/C=C/C(=O)NCc2cnn(C)c2C)c1C,-3,0,0.4,-3,-2,0,-12,-32,9
Cc1cc(C)c(NC(=O)c2ccoc2C)c(C)c1,3,7,-2.5,-3,1,4,15,20,23
Oc1ccc(-c2nc3ccccc3s2)c(O)c1,/,24,1.5,8,-2,-20,5,-13,-12
CCCC(=O)Nc1ccc(Cl)c(NC(=S)NC(=O)c2cc3ccccc3o2)c1,0,0,0.2,2,6,-2,-2,-5,-2
CCC(CC)C(=O)Nc1cccc(/C(C)=N/NC(=O)c2ccccc2Cl)c1,5,14,-0.8,2,4,-1,-13,1,-1
COc1cc2c(cc1OC)CN(C(=O)c1ccc(OC)c([N+](=O)[O-])c1)CC2,/,12,0.0,-3,-4,-12,1,4,-7
C=CCNC(=O)C1(c2ccccc2)CC1(Cl)Cl (centres undefined),1,1,2.9,-1,5,-9,-1,-21,23
CC(=O)Nc1cccc(-c2nn[nH]n2)c1,/,0,0.8,-2,-11,-5,-13,-7,4
CCC(=O)N1CCc2cc(S(=O)(=O)N3CCN(c4ccccn4)CC3)ccc21,8,-29,-0.1,0,3,-5,-5,-10,8
COc1ccc(NC(=O)CSc2nc(-c3ccncc3)nn2CC(=O)N2CCCC2)cc1,-2,2,0.0,-3,3,-4,-10,-5,24
Cn1c(=O)c2cc(S(=O)(=O)NC(C(=O)Nc3cccc(F)c3)c3ccccc3)ccc2n(C)c1=O (centres undefined),0,32,1.9,-2,4,-9,2,-5,42
CC(=O)Nc1ccc(S(=O)(=O)NCCC(=O)Nc2ccc(C)c(Cl)c2)cc1,-3,14,0.9,0,9,-11,2,-14,-9
Cc1nn(C)cc1/C=C/C(=O)c1ccc(O)cc1,-2,-3,0.9,-2,3,-19,4,-18,34
Cc1ccc(OCC(=O)NCC(=O)Nc2ccc(F)c(F)c2F)c([N+](=O)[O-])n1,3,-11,1.7,-2,1,0,-6,-14,27
COc1ccc(CCN(Cc2cc3cc(C)cc(C)c3nc2Cl)C(=O)C2CC2)cc1,13,-14,0.9,-2,3,-5,2,-11,-34
CC(C)CCNC(=S)Nc1ccc2nc3n(c(=O)c2c1)CCCCC3,-3,-20,1.5,-2,1,-8,-10,-8,36
COc1ccc(S(=O)(=O)NCC(=O)N(CC(=O)NCC2CCCO2)c2ccccc2C)cc1 (centres undefined),7,-1,1.4,1,2,-11,6,-43,40
CSc1ncccc1C(=O)OCc1cccc([N+](=O)[O-])c1,3,-2,2.7,-1,2,4,-6,-30,4
CC1Oc2ccccc2C=C1C1/C(=C(/O)c2ccccc2)C(=O)C(=O)N1CCCN(C)C (centres undefined),0,-18,3.0,20,7,-1,-23,-10,14
COc1cc(C(=S)N2CCOCC2)ccc1OC(=O)c1cc([N+](=O)[O-])cc([N+](=O)[O-])c1,-2,-8,-0.2,-1,4,-6,-7,-3,13
COc1cc(OC)cc(C(=O)Nc2ccccc2C(=O)N2CCCC2)c1,6,7,0.3,-1,-2,-8,-9,-11,10
O=C1NCCCC1C(=O)Nc1ccccc1C(F)(F)F (centres undefined),-1,12,0.5,-3,-1,-9,11,-18,9
O=C(Nc1cccc(C(F)(F)F)c1)c1cccnc1NCCc1ccccc1,3,-7,-4.0,6,7,-11,-2,1,75*
CC1(c2ccccc2)NC(=S)N2C1NC(=S)N2c1ccccc1 (centres undefined),4,-6,0.8,-6,-1,-9,10,-6,10
O=c1[nH][nH]c(-c2ccccc2)c1C=Nc1ccc(Cl)cc1,-3,-7,0.9,-6,0,-4,10,11,-21
CCOc1ccc(CNc2nc3ccccc3n2CCN2CCOCC2)cc1,10,-9,-1.4,2,3,2,2,-17,4
O=C(NC1(C(F)(F)F)C(=O)Nc2c1c(=O)[nH]c(=O)n2Cc1ccccc1)c1ccc(Cl)cc1Cl (centres undefined),3,16,-0.1,-3,4,-8,-4,-34,-18
O=[N+]([O-])c1ccc(NC(=S)NCC(c2cccnc2)N2CCOCC2)cc1 (centres undefined),-4,6,-0.4,1,8,-5,2,-12,16
CCC(C)(C)n1nnnc1C(c1ccccc1OC)N1CCSCC1 (centres undefined),6,3,-0.1,-2,1,-27,1,2,45
O=Cc1ccc(N2CCCCC2)cc1,1,18,0.2,-2,1,-9,1,8,6
N#C/C(=C\c1ccc(O)c([N+](=O)[O-])c1)C(=O)NCc1ccccc1,1,-10,-2.3,-5,-1,-9,0,1,7
CC(C)CCN1CCN(Cc2cc(F)ccc2-n2cccn2)CC1CCO (centres undefined),10,-5,0.5,3,2,-3,-2,-7,1
CCCN(Cc1cc2ccc(C)cc2[nH]c1=O)C(=O)c1ccccn1,2,-11,-1.2,-1,6,8,-4,1,6
CCOC(=O)N1CCN(CC(O)COC2CC(C)CCC2C(C)C)CC1 (centres undefined),7,-22,0.9,10,10,-4,-24,-13,32
Cc1nn(Cc2ccccc2)c(C)c1NC(=O)CCC(=O)O,-3,2,1.2,-2,3,-3,-2,-14,3
CCC1Oc2ccccc2N(CC(=O)Nc2ccc3c(c2)OCCO3)C1=O (centres undefined),-5,-9,1.6,-1,-2,0,4,-17,12
COC(=O)C1=C(C)C(c2ccc(OC)cc2OC)NC(=O)N1 (centres undefined),6,-7,1.0,4,7,4,0,0,20
CC1CCN(c2nc3ccc(C(=O)N4CCN(Cc5ccc6c(c5)OCO6)CC4)cc3s2)CC1,6,6,0.4,2,8,-1,0,10,64
Cc1c(Cl)cccc1NC(=O)CCCn1cnc([N+](=O)[O-])n1,2,11,1.2,2,2,-8,4,-26,34
Cc1nccc(-c2cc(-c3ccc(Cl)cc3Cl)no2)n1,/,-8,1.0,1,3,-2,1,7,2
O=C(NCCCN1CCOCC1)c1ccc(Sc2cccc(Cl)c2)c([N+](=O)[O-])c1,1,-2,3.6,0,7,-17,14,-16,44
CC(=O)OCC(=O)C1(O)CCC2C3CCC4=CC(=O)C=CC4(C)C3C(O)CC21C (centres undefined),/,-8,0.3,13,-1,0,11,1,18
COC(=O)CN1C(=O)N/C(=C/c2cc(Cl)c(OC)c(OC)c2)C1=O,-4,8,-0.7,0,0,-8,-3,7,2
CC(=O)Nc1ccc(NC(=O)Nc2ccc3c(c2)N(C)C(=O)CS3)cc1,-6,4,-0.6,-3,-2,-24,11,-26,15
CCOCCCNC(=O)c1c[nH]c2ccc(C)cc2c1=O,1,-27,-1.6,-2,4,-14,0,-17,-11

(listing goes on)
compound,NPY Y1 blocker,NPY1 pot ag,S1P4 agonist,Ba/F3 V617F tox,BaF3 tox,p47phox inh,NPY2 pot ag,S1P4 antag,CHOP inh
COc1ccc(N2CCN(c3nc(=S)n(-c4ccccc4)c(C)c3C(C)=O)CC2)cc1,-3,-9,-2.7,-3,2,-46,14,-22,-16
CCSc1nnc(NC(=O)CC(C)C)s1,1,-26,0.5,1,0,-5,-5,-8,11
O=C1CNC(=S)N1CCc1ccc(Cl)cc1,/,16,-1.4,-3,-1,-14,-1,3,2
COc1ccc2oc(=O)c(-c3cn4ccc(C)cc4n3)cc2c1,-1,7,-0.2,-3,0,9,1,-3,97*
CCc1ccc2[nH]c(=O)c(CN(CCN(CC)CC)C(=O)Nc3ccccc3OC)cc2c1,19,-35,0.2,5,10,-9,-8,-11,60
Cc1nnc(SCC(=O)NCCN2C(=O)CSC2=O)s1,-1,13,-2.6,-2,10,-9,-15,-11,1
CCOC(=O)C1CC2CC(C1)CN(C(=O)C1CCCCC1)C2 (centres undefined),9,-13,-0.3,1,2,-4,5,-18,12
CS(=O)(=O)N1N=C(c2ccco2)CC1c1ccccc1 (centres undefined),-1,10,0.6,-4,6,-38,-1,-7,19
CCOc1ccc(NC(=O)C2CCCN(C)C2)cc1 (centres undefined),/,11,-0.6,-4,-2,-12,-4,-1,6
O=C(COC(=O)/C=C/c1cccc(Cl)c1)NCCc1ccc(Cl)cc1Cl,12,-2,-1.4,6,7,3,-9,-14,18

As a short view, some entries already given.
compound,NPY Y1 blocker,NPY1 pot ag,S1P4 agonist,Ba/F3 V617F tox,BaF3 tox,p47phox inh,NPY2 pot ag,S1P4 antag,CHOP inh
CCOc1ccc(NC(=O)C2CCCN(C)C2)cc1 (centres undefined),/,11,-0.6,-4,-2,-12,-4,-1,6
O=C(COC(=O)/C=C/c1cccc(Cl)c1)NCCc1ccc(Cl)cc1Cl,12,-2,-1.4,6,7,3,-9,-14,18
